Screens deposited in PubChem BioAssay by Southern Research Specialized Biocontainment Screening Center.
H1N1 NS1A inhibition – NS1A inhibition, H1N1 influenza, cell based functional assay (AID 504329) | NS1A functional cell-based assay, percent inhibition; higher % means a stronger effect | 0.3% of 340,000 active | inhibition, % at 12.5 µM, or IC50 in µM where a hit was titrated; in the data active means a potency from the dose series; inconclusive means inhibition above about 27% without an active follow-up result; further: strong numbers were not always called active
PhoP GFP inhibition – PhoP regulon inhibitors, Salmonella typhi PhoP promoter GFP reporter, confirmatory (AID 1850). Salmonella Typhi PhoP-promoter GFP reporter, fluorescence, 4 h; higher % means a stronger effect. one-dose inhibition, % at 50 µM; IC50 in µM for titrated hits. 0.33% of 310,000 active; in the data active means a potency from the dose series; inconclusive means inhibition mostly from about 25% at the one dose, without a potency; inactive means the rest, 99 in 100 with inhibition below about 19%;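 further: 0% = induced wells with vehicle and 100% = uninduced wells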
M. tuberculosis HTS – M. tuberculosis growth inhibition, HTS (AID 449762); M. tuberculosis H37Rv growth inhibition, 7H9 media; higher % means a stronger effect; one-dose inhibition, % at 25 µM; IC50 in µM for titrated hits; 0.59% of 330,000 active; in the data active means a potency from the dose series; inconclusive means inhibition above about 70% without an active follow-up result;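 further: bacterial growth assessed after seven days of incubation; strong numbers were not always called active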
tuberculosis growth – growth inhibition of non-replicating M. tuberculosis (AID 488890); Mycobacterium tuberculosis non-replicating, growth inhibition; higher % means a stronger effect; 0.39% of 320,000 active; inhibition, % at 25 µM, or IC50 in µM where a hit was titrated; in the data active means a potency from the dose series; inconclusive means inhibition mostly from about 82% at the one dose, without a potency; inactive means the rest, 99 in 100 with inhibition below about 76%;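 further: plate controls were DMSO cells for no effect and high antibiotic wells for full effect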
VEEV TC-83 Vero – inhibitors of VEEV TC-83 cytopathic effect, confirmation, Vero cells (AID 588727) | inhibition, % at 20 µM, or IC50 in µM where a hit was titrated | Vero cells, VEEV TC-83 cytopathic effect inhibition; higher % means a stronger effect | 0.13% of 350,000 active; in the data active means a potency from the dose series; inconclusive means inhibition mostly from about 14% at the one dose, without a potency; inactive means the rest, 99 in 100 with inhibition below about 12%; further: strong numbers were not always called active
VEEV TC-83 Vero 10K pilot screen – further read-out of VEEV TC-83 Vero, marked with its call; inhibition, %; measured here: 10K pilot screen inhibition
* hit, by the source's call; i = inactive; ? = inconclusive; nt = not tested or not shown.

A first look, three compounds:
SMILES | H1N1 NS1A inhibition | PhoP GFP inhibition | M. tuberculosis HTS | tuberculosis growth | VEEV TC-83 Vero | others
c1ccc2oc(SCc3cn4ccsc4n3)nc2c1 | 9.7% | 2.1% | 10.4% | 64.4% | i
CCCN(CC(=O)Nc1ccccc1OC)C(=O)c1ccc(=O)[nH]c1 | 10.2% | 5.4% | 8.4% | -2.3% | 3.2%
CCC(C)[C@H](NC(=O)OC(C)(C)C)C(=O)NCC1CCC(C(=O)N[C@@H](Cc2ccccc2)C(=O)O)CC1 (stereo partly drawn) | 3.3% | -1.8% | -1.0% | -12.7% | 0.4%

Main list, previewed entries included:
SMILES | H1N1 NS1A inhibition | PhoP GFP inhibition | M. tuberculosis HTS | tuberculosis growth | VEEV TC-83 Vero | others
c1ccc2oc(SCc3cn4ccsc4n3)nc2c1 | 9.7% | 2.1% | 10.4% | 64.4% | i
CCCN(CC(=O)Nc1ccccc1OC)C(=O)c1ccc(=O)[nH]c1 | 10.2% | 5.4% | 8.4% | -2.3% | 3.2%
CCC(C)[C@H](NC(=O)OC(C)(C)C)C(=O)NCC1CCC(C(=O)N[C@@H](Cc2ccccc2)C(=O)O)CC1 (stereo partly drawn) | 3.3% | -1.8% | -1.0% | -12.7% | 0.4%
COc1cccc(C(=O)Oc2cc(-c3ccccc3)no2)c1 | 4.3% | 2.1% | 6.7% | -3.6% | 0.3%
Cc1ccc(OC(=O)c2ccc3c(=O)n4c(nc3c2)CCC4)cc1 | -4.6% | nt | nt | nt | 5.2%
Cc1[nH]c(=O)[nH]c(=O)c1S(=O)(=O)N1CCCC(C(=O)NCCc2ccc(Cl)cc2)C1 (stereo not drawn) | -1.1% | -2.3% | 0.1% | 5.0% | 0.9%
COc1ccc(C(=O)NC2CCN(C(=S)Nc3cc(C)cc(C)c3)CC2)cc1 | -3.0% | -3.8% | -1.6% | -28.4% | 0.1%
Cc1ccc(S(=O)(=O)NC(CC(=O)NC2CCCC2)c2ccco2)cc1 (stereo not drawn) | -2.3% | -0.2% | -1.1% | 1.6% | 1.0%
CCOc1ccc(CCNC(=O)Cn2ncn3nc(-c4ccc(OC)cc4)cc3c2=O)cc1OCC | -12.7% | -8.2% | 9.3% | 2.4% | 0.8%
CC1S/C(=N\N=C\c2cccc([N+](=O)[O-])c2)N(C(C)(C)C)C1=O (stereo not drawn) | 6.7% | 5.6% | 5.4% | 5.4% | 6.3%
O=C(Nc1ccccc1)N1CCN(C(=O)Nc2ccccc2)CC1 | nt | 2.9% | -8.9% | -13.2% | nt
CCCc1cc2c(cc1NC(=O)c1ccc(C(C)(C)C)cc1)OCO2 | 4.8% | 4.3% | -1.9% | 56.6% | i | VEEV TC-83 Vero 10K pilot screen=0.6

Next part; the last 3 above are carried over.
SMILES | H1N1 NS1A inhibition | PhoP GFP inhibition | M. tuberculosis HTS | tuberculosis growth | VEEV TC-83 Vero | others
CC1S/C(=N\N=C\c2cccc([N+](=O)[O-])c2)N(C(C)(C)C)C1=O (stereo not drawn) | 6.7% | 5.6% | 5.4% | 5.4% | 6.3%
O=C(Nc1ccccc1)N1CCN(C(=O)Nc2ccccc2)CC1 | nt | 2.9% | -8.9% | -13.2% | nt
CCCc1cc2c(cc1NC(=O)c1ccc(C(C)(C)C)cc1)OCO2 | 4.8% | 4.3% | -1.9% | 56.6% | i | VEEV TC-83 Vero 10K pilot screen=0.6
COc1ccc(OC)c(NC(=O)NNC(=O)COc2ccc(-c3ccccc3)cc2)c1 | -15.8% | -6.0% | -2.7% | -5.8% | 5.6%
CC(C)Oc1ccc(C2CC(=O)N(c3cccc(C(=O)O)c3)C2=O)cc1 (stereo not drawn) | 1.8% | -0.1% | 5.6% | -2.4% | 1.2%
CCc1nnc(NC(=O)CSc2nnc(COc3ccc(C#N)cc3)n2-c2ccccc2)s1 | -7.6% | -2.1% | 4.0% | -16.0% | 3.8%
COc1ccc(S(=O)(=O)Nc2ccc(N3CCOCC3)nc2)cc1 | -0.5% | 8.8% | -8.6% | 8.4% | 3.0%
Cc1ccc(-c2csc(NC(=O)CCNC(=O)c3ccco3)n2)cc1 | 1.5% | 8.1% | 3.0% | 15.5% | 1.1%
Cc1nnc(SCc2cc(=O)[nH]c(N3CCN(Cc4ccccc4)CC3)n2)s1 | -5.2% | 7.6% | -5.1% | 6.4% | 1.0%
Cc1ccc(C(c2nnnn2C2CCCC2)N2CCN3CCCC3C2)cc1 (stereo not drawn) | -2.4% | -5.1% | -6.9% | 32.0% | 2.1%
CCCc1cc(C(=O)OCC(=O)N2CCN(c3ccc(OC)cc3)CC2)sc1C | -21.6% | nt | 1.9% | 71.4% | 0.6%
Cc1cc(N/N=C/c2ccc(O)c(C)c2O)nc(-c2ccccc2O)n1 | -5.5% | -3.5% | 6.2% | 9.3% | i
O=[N+]([O-])c1ccc(-c2ccc(/C=N/Nc3nc(N4CCCC4)nc(N4CCCC4)n3)o2)cc1 | -18.8% | 1.9% | ? | -4.5% | ?
O=c1[nH]cccc1-c1nc2ccccc2n1Cc1ccccc1F | -9.2% | 8.7% | 1.4% | -4.5% | 0.2%
CC1CCC(C(C)C)C(OCC(O)CN2CCN(Cc3ccccc3)CC2)C1 (stereo not drawn) | -3.1% | -5.0% | 20.6% | ? | i
CN(C)c1ccc(NC(=O)CC2NCCNC2=O)cc1 (stereo not drawn) | -1.4% | 9.4% | 4.9% | -10.4% | 0.3%
CCCOc1ccc(C(=O)CCNC(Cc2c[nH]c3ccccc23)C(=O)O)cc1 (stereo not drawn) | 2.4% | -11.9% | 1.1% | ? | 0.2%
CCN(CC)S(=O)(=O)c1cccc(C(=O)N/N=C(\C)c2cccs2)c1 | -10.8% | -13.8% | 3.2% | -27.6% | 1.8%
Cc1cc(NC(=O)C(C)SCC(=O)Nc2ccc(SC(F)F)cc2)no1 (stereo not drawn) | -2.1% | 0.1% | -6.4% | 10.1% | 3.8%
Cc1ccc2nc(-c3ccc(F)cc3)nc(SCC(=O)NCC3CCCO3)c2c1 (stereo not drawn) | 8.3% | 2.4% | 5.3% | -9.1% | 0.9%
CC(C)c1ccc[n+](-c2nc([O-])sc2C=O)c1 | nt | -1.4% | -0.8% | -2.5% | 0.2%
O=S(=O)(NCc1cccnc1)c1ccc2c(c1)OCCO2 | -5.1% | -0.8% | 10.2% | -3.0% | 0.1%
O=C(NNS(=O)(=O)c1ccccc1[N+](=O)[O-])c1ccccc1[N+](=O)[O-] | -2.1% | -8.2% | -1.9% | -13.0% | 0.8%
O=[N+]([O-])c1ccc(N(CC2CO2)S(=O)(=O)c2ccccc2)cc1 (stereo not drawn) | -3.8% | 0.1% | -2.1% | 20.1% | 4.3%
COc1ccc(CNc2ccc3c(c2)nc(C)n3C)cc1OC | 0.9% | -4.1% | 6.6% | -4.4% | 0.1%
NC1=CC(=O)c2cccc3cccc1c23 | nt | -7.1% | -0.5% | 16.6% | nt
CC(=O)c1ccc(C(=O)Nc2sc3c(c2C(N)=O)CCN(Cc2ccccc2)C3)cc1 | -0.2% | -21.1% | -7.1% | -10.6% | 10.2%
Oc1ccc2ccccc2c1/C=N/Nc1ccccc1 | -2.7% | -3.4% | -7.7% | 27.6% | 2.2%
COc1cccc(NS(=O)(=O)c2cc(C)sc2C)c1 | -0.4% | -1.0% | -4.3% | 26.9% | 0.2%
Cc1[nH]n(-c2cccc(Cl)c2)c(=O)c1C=NC12CN3CN(CN(C3)C1)C2 | 2.6% | -2.4% | 2.2% | -6.2% | 0.4%
COc1cccc(OC)c1C(=O)Nc1ccc(CN2CCCCC2)cc1 | 5.1% | -2.2% | -3.0% | -3.4% | 2.5%
CC(=O)N(C(C)=O)c1ccc2nc(C)[nH]c(=O)c2c1 | -1.0% | -5.5% | -0.6% | 36.0% | 0.3%
COc1ccc(OC)c(NC(=O)CSc2nnc(C)n2Cc2ccccc2)c1 | 6.7% | 0.5% | 1.6% | 2.4% | 0.4%
Cc1ccc(-c2cc(=O)c3ccc(F)cc3[nH]2)cc1 | -3.1% | -6.2% | 3.6% | -9.5% | 0.1%
Fc1ccc(CNCCc2ccccc2F)cc1 | 3.0% | 20.1% | 0.2% | 72.1% | 2.4%
Cc1sc(N/N=C/c2cccs2)nc1-c1ccccc1 | 7.3% | -1.9% | -7.7% | 16.6% | 3.3%
O=C(N=Nc1c(O)n(C2OC(=O)c3ccccc32)c2ccccc12)c1ccc(O)cc1 (stereo not drawn) | -13.2% | -2.3% | -0.3% | -2.6% | 4.9%
CCc1cc2c(SCC(=O)NC(=O)c3cccn3C)ncnc2s1 | 3.2% | -2.7% | 2.0% | 3.4% | 0.2% | VEEV TC-83 Vero 10K pilot screen=10.7
Cc1nc([N+](=O)[O-])c(Br)n1CC(=O)c1ccccc1 | -6.8% | -0.6% | ? | i | 3.5%

Not a retest: an excerpt of the list.
SMILES | H1N1 NS1A inhibition | PhoP GFP inhibition | M. tuberculosis HTS | tuberculosis growth | VEEV TC-83 Vero | others
c1ccc2oc(SCc3cn4ccsc4n3)nc2c1 | 9.7% | 2.1% | 10.4% | 64.4% | i
CCCN(CC(=O)Nc1ccccc1OC)C(=O)c1ccc(=O)[nH]c1 | 10.2% | 5.4% | 8.4% | -2.3% | 3.2%
CCC(C)[C@H](NC(=O)OC(C)(C)C)C(=O)NCC1CCC(C(=O)N[C@@H](Cc2ccccc2)C(=O)O)CC1 (stereo partly drawn) | 3.3% | -1.8% | -1.0% | -12.7% | 0.4%
COc1cccc(C(=O)Oc2cc(-c3ccccc3)no2)c1 | 4.3% | 2.1% | 6.7% | -3.6% | 0.3%
Cc1ccc(OC(=O)c2ccc3c(=O)n4c(nc3c2)CCC4)cc1 | -4.6% | nt | nt | nt | 5.2%

More entries.
SMILES | H1N1 NS1A inhibition | PhoP GFP inhibition | M. tuberculosis HTS | tuberculosis growth | VEEV TC-83 Vero | others
Cc1ccc(-n2nc(C)cc2N)c(C)c1 | -2.3% | 4.7% | -3.1% | -4.0% | 1.0% | VEEV TC-83 Vero 10K pilot screen=0.6
COc1ccc(NC(=O)CN(C)C(=O)c2c(C)nn(Cc3ccccc3)c2C)cc1 | -7.3% | 0.3% | 1.8% | -4.5% | 0.8%
O=C(COC(=O)CNC(=O)c1ccc(Br)o1)Nc1ccc2c(c1)OCCO2 | 10.5% | 2.3% | 3.4% | 9.3% | 0.1%
CC1(C)CC(=O)C2=C(C1)Nc1ccccc1NC2c1nc2ccccc2[nH]1 (stereo not drawn) | 0.6% | nt | -3.5% | nt | 1.3%
O=C1N/C(=C\c2ccsc2)C(=O)N1Cc1ccc(F)cc1 | 16.2% | -5.1% | 2.7% | 19.8% | 0.8%
O=C(Nc1cccc(NC(=O)c2ccccc2)n1)c1ccccc1 | 3.2% | -1.0% | -1.0% | 29.2% | 6.7%
CCOc1ccc(CNC(=O)C(CC)n2nc(C)n3c(cc4occc43)c2=O)cc1OC (stereo not drawn) | -0.6% | 2.7% | -7.5% | -3.0% | i
CCOC(=O)CC(NC(=O)c1cc2cccc(OC)c2oc1=O)c1ccc(OC)cc1 (stereo not drawn) | -20.4% | -9.3% | -5.9% | 68.0% | 4.7%
C=CCn1c(SCC(=O)N2CCOCC2)nc2scc(-c3ccco3)c2c1=O | 3.3% | 0.1% | -4.1% | 2.8% | i
CCC(C)NC(=O)CN(C1CCCCC1)S(=O)(=O)c1ccc(F)cc1 (stereo not drawn) | 10.2% | -4.8% | -5.5% | -10.8% | 0.5%
Cc1ccc(C2=NN(C(=O)c3ccccc3F)C(c3ccccc3F)C2)cc1 (stereo not drawn) | -16.7% | -8.9% | 10.2% | 27.7% | i
COc1ccccc1CNC(=O)CC(C)c1ccccc1 (stereo not drawn) | -3.6% | -3.2% | -7.2% | 8.5% | 1.2%
Nc1nc(SCC(=O)Nc2cccc(F)c2)n[nH]1 | -3.4% | nt | -3.7% | -0.9% | 1.0%
CCN1C(=O)[C@H]2[C@@H](c3ccc(C)cc3)N3C(=O)N(c4ccccc4)C(=O)[C@@]3(C)[C@H]2C1=O | 2.3% | 6.0% | -5.6% | -9.3% | 0.4%
COc1ccccc1OCCn1c(=S)[nH]c2ccccc21 | 20.1% | 0.9% | 0.3% | -1.3% | 1.2%
Cc1ccc(S(=O)(=O)N2CN(Cc3ccco3)c3nc4ccccc4nc32)cc1C | -7.9% | 1.5% | -2.7% | 13.4% | 5.0%
COc1ccc(Oc2c(Cl)cnn(-c3ccc(C)cc3)c2=O)cc1 | -4.9% | -4.7% | 12.2% | 76.6% | 3.1%
Cc1cnc(C)c(N2CCC(C(=O)NCc3ccco3)CC2)n1 | -2.2% | -3.6% | -4.6% | -4.7% | 2.5%
CC(=O)Nc1cccc(C(=O)OCc2ccccc2)c1 | 5.3% | -6.4% | -7.1% | 15.9% | 3.1%

Rows are unselected; overall some 1.5% were active at least once.
